Assay outcomes: PubChem BioAssay, The Scripps Research Institute Molecular Screening Center
LEDGF integ inh: blocks HIV-1 LEDGF/p75-dependent DNA integration. AID 743269. 0.64% of 370,000 active. inhibition, % at 3.7 µM. TR-FRET IN-LEDGF/p75 DNA integration, Eu/Cy5;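 active = inhibition above the screen-wide mean plus 3 SD, cut at about 13% in these data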;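 note: signal is the Cy5 over europium emission ratio at 671 and 618 nm; 0% = plate median of compound wells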
UHRF1 binding: blocks human UHRF1 binding to methylated DNA; Q96T88; UHRF1 binding to methylated oligo, TR-FRET; inhibition, % at 4.4 µM; 0.75% of 370,000 active; in the data active = inhibition above about 21%;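 note: UHRF1 SRA domain binding a hemimethylated CpG hairpin DNA probe; 0% = median of test compound wells and 100% = reference inhibitor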
SIAE inh: inhibitors of human sialic acid acetylesterase SIAE | Q9HAT2 | SIAE FP-Rh probe binding, fluorescence polarization | inhibition, % at 9.66 µM | 0.69% of 370,000 active | AID 1053197;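 active = inhibition above a cutoff: mean of compounds within the control limits plus 3 SD of those, cut at about 17% in these data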;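 note: 0% = plate median of compound wells and 100% = probe without SIAE protein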
TCR-CD3 inh: inhibitors of human TCR-CD3 interaction | TAMRA-labeled TCR probe fluorescence, biochemical | inhibition, % at 9.4 µM | 0.37% of 360,000 active | AID 651800; in the data active = inhibition above about 19%;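 note: recombinant mutant TCR 2C K166C tagged with TAMRA read by polarization; 0% = receptor in buffer alone and 100% = receptor with positive control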
Tn6 DDE FP: inhibitors of Tn6 peptide binding to human fibrin DD(E). inhibition, % at 8.3 µM. 0.21% of 370,000 active. P02675. Fibrin DD(E) TRITC-Tn6 fluorescence polarization displacement. AID 720509;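 active = inhibition above a per-campaign cutoff: mean of compounds within control limits plus 3 SD, cut at about 15% in these data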;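 note: 0% = median of all compound wells on the plate and 100% = blocking peptide control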
Target sequence (P02675 whole entry, looked up): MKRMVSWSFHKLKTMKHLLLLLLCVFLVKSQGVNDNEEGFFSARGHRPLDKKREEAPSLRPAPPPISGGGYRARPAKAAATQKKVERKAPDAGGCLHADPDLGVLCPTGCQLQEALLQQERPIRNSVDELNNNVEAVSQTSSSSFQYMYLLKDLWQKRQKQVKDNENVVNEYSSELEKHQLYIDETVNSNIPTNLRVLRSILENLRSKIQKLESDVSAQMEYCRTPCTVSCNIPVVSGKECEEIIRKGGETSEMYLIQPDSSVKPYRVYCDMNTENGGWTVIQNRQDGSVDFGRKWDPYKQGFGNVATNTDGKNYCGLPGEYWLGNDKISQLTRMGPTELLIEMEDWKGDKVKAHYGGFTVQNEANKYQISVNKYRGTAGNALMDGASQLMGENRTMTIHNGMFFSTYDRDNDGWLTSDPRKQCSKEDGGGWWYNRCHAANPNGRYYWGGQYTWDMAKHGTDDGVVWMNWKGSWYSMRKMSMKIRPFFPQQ
TDP2 absorb: TDP2 (human) inhibition, absorbance primary screen. O95551. inhibition, % at 12.8 µM. 0.34% of 370,000 active. recombinant TDP2, T5PNP hydrolysis, p-nitrophenol absorbance 415 nm. AID 720702;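 active = inhibition above the mean of all tested compounds plus 3 SD, set per campaign, cut at about 25% in these data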;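 note: 0% = DMSO with enzyme and 100% = buffer with substrate but no TDP2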
Target sequence (O95551 whole entry, looked up): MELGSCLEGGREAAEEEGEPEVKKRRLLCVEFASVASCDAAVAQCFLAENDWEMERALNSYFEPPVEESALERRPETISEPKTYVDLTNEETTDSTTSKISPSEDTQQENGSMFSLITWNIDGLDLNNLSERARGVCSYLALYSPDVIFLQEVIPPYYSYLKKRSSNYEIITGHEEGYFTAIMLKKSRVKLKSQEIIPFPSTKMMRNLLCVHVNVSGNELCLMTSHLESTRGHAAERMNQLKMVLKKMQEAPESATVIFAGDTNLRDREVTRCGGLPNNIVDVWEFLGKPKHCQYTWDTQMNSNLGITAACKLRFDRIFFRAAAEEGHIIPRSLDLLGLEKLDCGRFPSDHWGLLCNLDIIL
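System – recombinant human TDP2 · Quantity – TDP2 enzyme at 120 nM final · Doses – single concentration, 12.8 µM nominal, with 1% DMSO · Incubation – 2 h at 37 °C · Measured by – epi absorbance of p-nitrophenol freed from T5PNP by hydrolysis · Read-out – % inhibition relative to enzyme-containing and enzyme-free wells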
MBD2 DNA inh: inhibitors of human MBD2 binding to methylated oligonucleotide; Q9UBB5; TR-FRET; 0.31% of 370,000 active; inhibition, % at 4.4 µM; AID 686964; in the data active = inhibition above about 13%
KLK7 zymogen act: proKLK7 (human) activation, primary screen; purified proKLK7, EDANS-DABCYL substrate fluorescence; 100% is mature enzyme control, 0% vehicle; activation, % at 7 µM; 0.9% of 370,000 active;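 active = activation above the mean of all tested compounds plus 3 SD, computed per campaign excluding outliers beyond control limits, cut at about 13% in these data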
PRMT1 inh: PRMT1 (human) inhibition, primary screen | Q99873 | recombinant PRMT1, activity-based probe fluorescence polarization | inhibition, % at 2.79 µM | 1.3% of 370,000 active | AID 652257;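 active = inhibition above about 21% made by adding two undisclosed values, limit read from the data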
Tn7 DDE FP: disrupts Tn7 cyclic peptide binding to fibrin D-Dimer-E complex; FP displacement of FITC-Tn7 peptide from fibrin DD(E); 0% = median of compound wells per plate; inhibition, % at 8.3 µM; 0.13% of 370,000 active; AID 720508;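 active = inhibition above the mean of compounds falling within the control limits plus 3 SD of them, cut at about 14% in these data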;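 note: 0% = plate median of compound wells and 100% = 10 µM Aha-Tn7 peptide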
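Measure: % inhibition scaled between sample-field median and high-control FP; Test system: human fibrin DD(E); Quantity: 2 µM final DD(E) protein; Doses: one dose, 8.3 µM nominal; Schedule: compound with protein 10 min, then 3 h after probe, room temperature; Detection: fluorescence polarization; Medium: Tris buffer with calcium and detergent, pH 7.8.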
The depositor's hits bear a star.

The first four entries as a preview:
KLK7 zymogen act | TDP2 absorb | Tn7 DDE FP | TCR-CD3 inh | UHRF1 binding | PRMT1 inh | Tn6 DDE FP | LEDGF integ inh | SIAE inh | MBD2 DNA inh | SMILES
-0.2 | -2 | -2 | 0 | 1 | -2 | 4 | -1 | -3 | -3 | CNC(=S)NCCc1c[nH]c2ccc(OC)cc12
-0.3 | 2 | -8 | 2 | -3 | -1 | -3 | 5 | -5 | -5 | COc1ccc(/C=C/C(=O)NC(=S)Nc2ccc(S(=O)(=O)Nc3nccnc3OC)cc2)cc1
-0.1 | 9 | 2 | 1 | 1 | 3 | 0 | 5 | 13 | 1 | CCOc1ccc(S(=O)(=O)N2CCCCC2)cc1NC(=O)c1cccnc1OCC
0.3 | 1 | 1 | 1 | 0 | -1 | -3 | -4 | 1 | -1 | CC(NC(=O)CN1CCN(c2ncccn2)CC1)c1ccc(F)cc1 (stereo unspecified)

The list itself (from the top)
KLK7 zymogen act | TDP2 absorb | Tn7 DDE FP | TCR-CD3 inh | UHRF1 binding | PRMT1 inh | Tn6 DDE FP | LEDGF integ inh | SIAE inh | MBD2 DNA inh | SMILES
-0.2 | -2 | -2 | 0 | 1 | -2 | 4 | -1 | -3 | -3 | CNC(=S)NCCc1c[nH]c2ccc(OC)cc12
-0.3 | 2 | -8 | 2 | -3 | -1 | -3 | 5 | -5 | -5 | COc1ccc(/C=C/C(=O)NC(=S)Nc2ccc(S(=O)(=O)Nc3nccnc3OC)cc2)cc1
-0.1 | 9 | 2 | 1 | 1 | 3 | 0 | 5 | 13 | 1 | CCOc1ccc(S(=O)(=O)N2CCCCC2)cc1NC(=O)c1cccnc1OCC
0.3 | 1 | 1 | 1 | 0 | -1 | -3 | -4 | 1 | -1 | CC(NC(=O)CN1CCN(c2ncccn2)CC1)c1ccc(F)cc1 (stereo unspecified)
0.1 | -6 | -8 | -1 | -1 | 3 | -2 | -5 | 2 | -1 | CN(C)c1ccc(NC(=O)Nc2ccc3c(c2)nnn3C)cc1
0.4 | -1 | 5 | -2 | 2 | -1 | 1 | 2 | -1 | -3 | CCOC(=O)C1CCCN(C(=O)C(C)(C)Oc2ccc(Cl)cc2)C1 (stereo unspecified)
0.2 | -4 | -10 | -3 | -2 | -1 | -5 | 4 | 7 | 3 | O=C(NCC1CCCO1)c1ccc(CNS(=O)(=O)c2ccc(F)c(Cl)c2)cc1 (stereo unspecified)
-0.1 | -9 | 5 | -3 | -1 | 2 | 7 | -1 | -7 | 5 | O=[N+]([O-])c1cccc(COc2ccc(CN3CCOCC3)cc2)c1
0.6 | -3 | -6 | 6 | 1 | 4 | -3 | -2 | 5 | 3 | CCOC(=O)[C@]12CCC=C1N(Cc1ccc3c(c1)OCO3)C(=O)[C@H](CC(=O)N1CCCC1)C2
-0.2 | -1 | 2 | 1 | 0 | -2 | 5 | 2 | 1 | -2 | COc1ccccc1CNS(=O)(=O)c1ccc2c(c1)CCCN2C(C)=O
0.0 | -9 | 1 | 3 | -3 | 2 | -2 | -2 | -2 | -5 | CSc1ccccc1COC(=O)Nc1ccccc1C
0.8 | 1 | -4 | -7 | 0 | 4 | 1 | 1 | 1 | 5 | CC(Nc1ccnc2cc(Cl)ccc12)c1ccc(S(N)(=O)=O)cc1 (stereo unspecified)
1.1 | 7 | 2 | 2 | 0 | -2 | -7 | 2 | 1 | 2 | CC(O)CC(C(=O)NNc1ccccc1)C(=O)NNc1ccccc1 (stereo unspecified)
-0.7 | 4 | 2 | 3 | -1 | 1 | -2 | -1 | 0 | -3 | COc1ccc(/C(C)=N/NC(=O)CNC(=O)/C=C\c2ccccc2OC)c(OC)c1
0.5 | -4 | 2 | 1 | -3 | 0 | -3 | 1 | 1 | -5 | CN=Cc1nc(-c2ccccc2)oc1O
0.9 | -5 | 8 | -7 | -1 | 0 | 5 | 0 | 2 | 0 | CSC1=NCCN1C(=O)c1ccc(S(=O)(=O)N2CCCCC2)cc1
-0.2 | -6 | -4 | 2 | 0 | 1 | 3 | 2 | -11 | 3 | CCOCc1nnc(NC(=O)c2cc(Cl)ccc2OC)s1
-0.3 | -7 | 3 | -1 | 4 | 2 | -8 | -1 | 8 | 1 | CCOC(=O)C(NC(=O)Nc1ccc(Cl)cn1)(Oc1ccccc1)C(F)(F)F (stereo unspecified)
0.5 | 9 | 0 | 1 | 0 | 2 | 4 | -4 | 27* | -2 | COC(=O)[C@]12C[C@H](CC(=O)NCc3cccc(C(F)(F)F)c3)C(=O)N(Cc3ccccc3)C1=C[C@H](C(C)(C)C)O[C@@H]2C
-1.1 | 3 | -3 | 8 | 1 | 0 | 0 | 4 | -1 | 2 | Cc1cc(C(=O)OCC(=O)NCCCN2CCCC2=O)c2ccccc2n1
1.0 | -11 | -4 | 5 | -1 | -2 | 5 | -2 | 3 | 2 | COc1ccc2c(C)cc(N3CCN(c4ccc(F)cc4)CC3)nc2c1
-0.2 | 3 | -2 | 3 | -2 | -3 | -1 | 1 | -9 | 2 | CCn1ncc(C2=NOC(C(=O)Nc3cc(OC)c(Cl)cc3OC)C2)c1C (stereo unspecified)
0.8 | -29 | -6 | 2 | 2 | -2 | -4 | 6 | 5 | -5 | CCC(C)[C@@H](C(=O)Nc1ccc(OC)c(OC)c1)N1Cc2ccccc2C1=O (stereo partly specified)
0.8 | -14 | -7 | 2 | -4 | 10 | -11 | 4 | -4 | 1 | COCCn1c(SCC(=O)c2ccccc2)nc2c(c1=O)SCC2
1.4 | -5 | 2 | -5 | 3 | 0 | -5 | -2 | 6 | 1 | CCOC(=O)N1CCC(Nc2c(Nc3cccc(CC)c3)c(=O)c2=O)CC1
0.3 | 1 | 1 | -5 | 1 | 2 | 8 | -2 | -6 | 0 | COc1cccc(-c2cc(C(=O)NN3CCOCC3)c3ccccc3n2)c1
-1.3 | -18 | -1 | -1 | 2 | -3 | 0 | 5 | -4 | -2 | c1ccc(Cn2ncc3c(N4CCN(c5ccccc5)CC4)ncnc32)cc1
0.1 | -7 | 9 | 8 | -1 | -2 | 3 | -3 | -4 | -2 | CC/C=C(\NC(C)=O)c1ccccc1
4.5 | 10 | 6 | -10 | 3 | 4 | -3 | 0 | -3 | 7 | CCN(CC)CCn1c(=S)[nH]c2cc(C(=O)NCc3ccccc3)ccc2c1=O
0.5 | -1 | -5 | 1 | 4 | -1 | 0 | -1 | -2 | -3 | CC(=O)Nc1ccc(S(=O)(=O)Nc2cccc(N(C)S(C)(=O)=O)c2)cc1
-1.1 | 7 | -6 | -2 | -1 | -2 | 4 | 0 | -5 | 1 | O=c1cc(CN2CCCCC2)c2c(ccc3ccccc32)o1
0.0 | 19 | -8 | 2 | -1 | -2 | 2 | -1 | -4 | 1 | CCOC(=O)c1c(CSc2ccccc2)n(C)c2cc(Br)c(OC)c(O)c12
-0.4 | -1 | -4 | 5 | 0 | 1 | 0 | 4 | 1 | -3 | CCc1c(O)nc(SCc2ccc(F)cc2)[nH]c1=O
0.3 | -1 | 6 | -6 | 0 | -2 | 0 | 0 | 6 | -5 | CCCCC(=O)NC(=S)Nc1ccc(Cl)c(C(=O)O)c1
0.3 | 6 | -1 | 0 | -2 | 4 | -1 | 3 | -2 | 3 | COc1ccc(S(=O)(=O)N[C@H](C(=O)O)C(C)C)cc1
-0.6 | 10 | 6 | 5 | -1 | -1 | -1 | 1 | 1 | -11 | Fc1cccc(-n2cc(-c3ccccc3)c3c(=S)nc[nH]c32)c1
0.3 | -10 | -4 | 0 | 5 | 2 | 5 | 2 | 6 | -3 | COc1ccc(Cn2c(O)c(C=Nc3ccc(OC)cc3)c3ccccc3c2=O)cc1
-0.8 | -1 | 0 | 5 | -2 | -3 | -6 | -3 | -10 | -3 | COc1ccccc1C(=O)O[C@H]1[C@H](Cc2ccccc2)NS(=O)(=O)[C@H]2C[C@@H]3C=C[C@]12O3
-1.0 | -12 | -2 | -8 | 4 | 4 | -2 | 3 | -6 | 5 | Cc1[nH]c2ccc(CNS(=O)(=O)c3ccc(S(=O)(=O)N4CCOCC4)cc3)cc2c1C
0.6 | -17 | -3 | -2 | 5 | 6 | 0 | -4 | -11 | 6 | COc1ccc(OC)c(S(=O)(=O)Nc2ccccc2SC)c1
0.3 | 5 | -1 | -3 | 3 | -6 | 1 | 3 | 4 | 3 | CCCN1C(=O)c2cc(C(=O)Nc3ccccc3CC)ccc2C1O (stereo unspecified)
0.2 | -8 | 3 | -1 | 2 | -5 | -5 | 4 | -6 | -5 | Cc1nnc(SCC(=O)Nc2c(Cl)cccc2Cl)n(N)c1=O
0.2 | 7 | -2 | -4 | 6 | 4 | 5 | 1 | 6 | 1 | CC(C)CC1OC(C(C)C)Cc2[nH]c(=S)[nH]c(=O)c21 (stereo unspecified)
0.3 | -2 | 0 | 2 | 0 | 4 | -6 | -1 | -2 | 5 | CSc1nc2ncc(C#N)cn2n1
-1.4 | -6 | 2 | 2 | -4 | 9 | 0 | -2 | 7 | 0 | CC(=O)c1sc(N/N=C\c2cccc(Br)c2)nc1C
-0.4 | -5 | -2 | -4 | -2 | -3 | 2 | 1 | 10 | 0 | O=C(NC(=S)Nc1ccc(N2CCOCC2)c(Cl)c1)c1cncc(Br)c1
0.4 | -7 | 2 | 3 | -1 | -1 | -8 | 1 | -4 | 5 | Cc1ccc(SCCC(=O)NC2CC2)cc1
-0.1 | 14 | 1 | 2 | -3 | 2 | 2 | 2 | -3 | -2 | Cc1ccc(S(=O)(=O)NCCCNS(C)(=O)=O)cc1
0.4 | -12 | 0 | -1 | 1 | -6 | 4 | 3 | 4 | -5 | COC(=O)c1cc(S(=O)(=O)NCCN2CCOCC2)cn1C
-0.4 | 0 | -1 | -5 | 2 | 8 | 2 | 1 | 0 | 4 | N#Cc1ccccc1OCC(=O)NC(=O)NCc1ccco1

The results go on.
KLK7 zymogen act | TDP2 absorb | Tn7 DDE FP | TCR-CD3 inh | UHRF1 binding | PRMT1 inh | Tn6 DDE FP | LEDGF integ inh | SIAE inh | MBD2 DNA inh | SMILES
-0.7 | -5 | -7 | -1 | 1 | 2 | -7 | 0 | 5 | 4 | CCCNC(=O)C1CC(=O)N(c2ccc(OCc3ccc(Cl)cc3)cc2)C1 (stereo unspecified)
0.3 | -1 | 12 | 2 | 0 | 2 | 4 | -1 | 3 | 1 | COc1ccc(NC(=O)C[C@H]2C(=O)N(c3ccccc3)C[C@@H]2C)cc1
0.1 | 6 | -7 | 5 | -2 | 1 | -2 | 5 | 2 | 1 | N#CC(C#N)=C/C(C#N)=C(/N)N1CCN(c2ccc(Cl)cc2)CC1
-0.1 | 2 | -1 | 1 | -4 | 4 | -2 | 3 | -4 | -6 | N=C1C(c2nc(-c3cccc([N+](=O)[O-])c3)cs2)=C(O)CN1NC(=O)c1ccco1
-0.4 | 8 | 2 | 9 | -1 | -4 | 3 | 4 | 5 | -3 | CCOC(=O)CNC(=O)CN1C(=O)CC(c2ccco2)Sc2ccccc21 (stereo unspecified)
